# D2 antagonist = HTS Assay for Allosteric Antagonists of the Human D2 Dopamine Receptor: Primary Screen for Antagonists. D(2) dopamine receptor (Homo sapiens), P14416. HEK293 TREx D2 cells, calcium flux, dopamine EC80. inhibition, % at 10 µM. 2% of 340,000 active. AID 485344, 2010; in the data active = inhibition above about 30%; also: 0% is about no effect
#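 In this primary screen, negative modulation is detected by tracking calcium flux after an EC80 dopamine challenge in inducible HEK293 T-REx D2 cells preexposed to test compound for 180 s.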
# LDHA inh = qHTS assay for inhibitors of human lactate dehydrogenase; AID 1347041, 2019; activity change, % (values are at about 110 or 230 µM); 0.15% of 480,000 active; purified LDHA, NADH/diaphorase-resazurin fluorescence; active compounds read low; L-lactate dehydrogenase A chain (Homo sapiens), P00338; in the data active = activity change below about -30%; inconclusive = mostly about -25% to -30%;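 also: plate controls were DMSO wells for no effect and wells without enzyme for full effect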
#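 Resorufin fluorescence (ex540/em590), read at 0 and 20 min after diaphorase/resazurin addition, reports the NADH left after a 5 min room-temperature reaction of 2 nM human LDH5 with 0.06 mM NADH and 0.2 mM pyruvate.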
# RGS4 inh = Inhibitors of Regulator of G Protein Signaling (RGS) 4: qHTS | Regulator of G-protein signaling 4 (Homo sapiens), P49798 | Transcreener GDP fluorescence polarization, RGS4-accelerated GTP hydrolysis | Potency, µM (highest dose often 114 µM), inactives show at the top dose activity change, negative = inhibition, most hits filed as inhibitors | 0.039% of 390,000 active | AID 504845, 2011; also: potency is read from the fitted curve at half-maximal effect; % is scaled to controls: 0 for no effect and ±100 for the full control effect; nearly all actives have a fitted effect of over 75% in size; some results filed as inactive show a strong effect at the top dose
# Target sequence (P49798 whole entry, looked up): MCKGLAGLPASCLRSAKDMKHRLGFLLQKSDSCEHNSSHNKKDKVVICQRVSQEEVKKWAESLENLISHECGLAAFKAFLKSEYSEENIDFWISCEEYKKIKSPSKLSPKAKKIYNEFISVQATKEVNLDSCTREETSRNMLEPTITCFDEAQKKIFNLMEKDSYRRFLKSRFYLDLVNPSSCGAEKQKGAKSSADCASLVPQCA
#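 MLSMR compounds (23 nl, pin-transferred) preincubated 10 min at room temperature with a 500nM (2x) first reagent, then RGS4 at 900nM (2x) plus Transcreener GDP mix added; fluorescence polarization (620/688 nm) read before and after 90 min at 30 °C.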
# Vif-A3G inh = qHTS for Inhibitors of Vif-A3G Interactions: qHTS; AID 602310, 2012; Potency, µM (top dose mostly 46.1 µM), without a hit: top-dose activity, negative = active, actives largely listed as inhibitors; DNA dC->dU-editing enzyme APOBEC-3G (Homo sapiens), Q9HC16; 0.076% of 410,000 active; HeLa A3G-eYFP + Vif (tagged APOBEC3G with the HIV-1 protein that degrades it), YFP fluorescence, overnight;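 also: potency is read from the fitted curve at half-maximal effect; % is scaled to controls: 0 for no effect and ±100 for the full control effect; nearly all actives have a fitted effect of over 60% in size; hits raise eYFP signal because A3G escapes Vif-driven loss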
# Target sequence (Q9HC16 whole entry, looked up): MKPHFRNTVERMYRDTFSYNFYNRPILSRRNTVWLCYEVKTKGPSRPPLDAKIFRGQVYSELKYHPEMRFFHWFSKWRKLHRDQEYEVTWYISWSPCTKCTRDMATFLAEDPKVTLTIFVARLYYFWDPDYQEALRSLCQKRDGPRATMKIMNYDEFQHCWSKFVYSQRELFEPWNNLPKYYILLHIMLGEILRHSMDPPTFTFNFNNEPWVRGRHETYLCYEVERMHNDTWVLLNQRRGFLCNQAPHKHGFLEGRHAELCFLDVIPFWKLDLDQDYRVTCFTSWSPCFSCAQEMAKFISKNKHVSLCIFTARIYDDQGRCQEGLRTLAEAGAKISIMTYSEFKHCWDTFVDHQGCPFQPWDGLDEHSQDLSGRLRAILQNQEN
#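 HeLa cells stably expressing Vif and C-terminally eYFP-tagged A3G, seeded overnight at 37 deg C, then exposed to compound by pintool overnight at 37 deg C. Rise in yellow fluorescence (Ex 488/Em 500-530, Acumen) marks blocked Vif-driven A3G degradation.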
# ERG-DNA inh = qHTS for Small Molecule Inhibitors of the ERG Ets/DNA interaction; Potency, µM (series often up to 76.9 µM), without a hit: at the highest dose FP activity, negative = inhibition, most hits filed as inhibitors; 0.028% of 370,000 active; AID 624246, 2012; Transcriptional regulator ERG (Homo sapiens), P11308; fluorescence polarization, His-ERG Ets domain / labelled DNA; active = well fitted inhibition curve with a large enough effect in the polarisation, with a control signal flat; inconclusive = small, poorly fitted or top-dose-only effect, or effect the other way, or a change in a side signal; inactive = no such curve, though single readings can be large or run the other way; the % refers to the polarisation;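 also: polarization taken with two DNA probes labelled with fluorescein and Texas red; potency is read from the fitted curve at half-maximal effect; % of control where 0% means no effect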
# Target sequence (P11308 whole entry, looked up, the tested form may be a part): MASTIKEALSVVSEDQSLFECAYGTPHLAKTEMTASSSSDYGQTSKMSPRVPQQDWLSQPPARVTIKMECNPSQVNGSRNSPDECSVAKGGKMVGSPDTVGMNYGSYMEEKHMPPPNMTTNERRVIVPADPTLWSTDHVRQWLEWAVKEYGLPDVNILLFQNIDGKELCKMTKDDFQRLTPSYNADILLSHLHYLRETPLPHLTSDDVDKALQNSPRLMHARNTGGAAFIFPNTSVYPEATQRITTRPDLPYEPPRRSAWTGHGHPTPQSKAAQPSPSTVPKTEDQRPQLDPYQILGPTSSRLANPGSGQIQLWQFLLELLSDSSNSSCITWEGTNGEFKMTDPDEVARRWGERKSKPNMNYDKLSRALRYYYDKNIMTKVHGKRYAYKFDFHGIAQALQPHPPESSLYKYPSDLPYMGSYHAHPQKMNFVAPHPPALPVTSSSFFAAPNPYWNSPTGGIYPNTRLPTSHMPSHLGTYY
#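 His-tagged ERG Ets domain (1 uM in the protein solution; 300mM KCl, 50mM Tris-HCl, 1mM EDTA, 1mM DTT, pH 7.5) received compound, then a probe mix of 5 nM fluorescein-DNA and 100nM Texas-615-DNA. Fluorescence polarization was read for both dyes.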
# Glioma ERSR ind = qHTS for Inducers of the Endoplasmic Reticulum Stress Response (ERSR) in Human Glioma: qHTS | U87-MG GRP78 promoter luciferase reporter, 16 h | 0.02% of 420,000 active | Potency, µM, for the others: top-dose activation, actives largely listed as activators; also: potency is read from the fitted curve at half-maximal effect; series mostly up to about 76 µM; % of control where 0% means no effect; nearly all actives have a fitted effect of over 35% in size
#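 Stably transfected U87-MG glioma cells carrying a GRP78-based luciferase sensor; 16 h compound incubation. Luminescence end-point read 10 min after Bright-Glo addition at room temperature.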
# Vif-A3F inh = qHTS for Inhibitors of Vif-A3F Interactions: qHTS. HeLa A3F-eYFP + Vif (tagged APOBEC3F with the HIV-1 protein that degrades it), YFP fluorescence increase. Potency, µM (highest dose often 46.1 µM), inactives show at the highest dose activity, negative = active. 0.2% of 390,000 active. AID 602313, 2012; also: potency is read from the fitted curve at half-maximal effect; % of control where 0% means no effect; nearly all actives have a fitted effect of over 65% in size
#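 HeLa cells stably expressing Vif plus C-terminally eYFP-tagged A3F were seeded, incubated overnight at 37 deg C, dosed with compound, incubated overnight again at 37 deg C. Yellow fluorescence (Ex 488/Em 500-530) reported blocked Vif-mediated A3F-eYFP degradation.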
# 12-LOX inh = Primary qHTS assay for inhibitors of human arachidonate 12S-lipoxygenase (ALOX12): Round 2; purified 12hLO, xylenol orange hydroperoxide absorbance; Potency, µM (doses to about 108 µM), for inactives: at the highest dose activity change, negative = inhibition, most hits filed as inhibitors; 1.1% of 580,000 active; also: potency is read from the fitted curve at half-maximal effect; % is scaled to controls: 0 for no effect and ±100 for the full control effect
#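 Purified human 12hLO at 150 nM in 25 mM Hepes, 0.01% Triton X-100, pH 7.0, preincubated 15 min at room temperature with compound. Reaction started with 40 uM arachidonic acid, 30 min at room temperature. Hydroperoxide measured by Fe-xylenol orange, 573/405 nm absorbance ratio.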
# D2 ag = HTS Assay for Allosteric Agonists of the Human D2 Dopamine Receptor: Primary Screen for Agonists | D(2) dopamine receptor (Homo sapiens), P14416 | activation, % at 2 µM | 0.53% of 340,000 active | HEK293 T-REx D2 cells, calcium flux agonist mode | AID 485358, 2010;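 active = activation over 3 SD above normal in the single-dose calcium agonist read, cut at about 30% in these data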; also: 0% is about no effect
#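 In this primary screen, compounds producing a positive calcium signal within 180 s of addition to tetracycline-induced, force-coupled HEK293 Trex D2 cells are flagged; cells are dye-loaded with a no-wash calcium kit beforehand.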
# * marks the source's active call; other numbers are inactive results; ? = inconclusive; · = not tested or not shown; [ ] = dose if it differs, or a comment. Unless noted, calls follow the shape of the dose curve; as a rule, active = well fitted curve in the direction sought with a large enough effect; inconclusive = small, poorly fitted or top-dose-only effect, or another doubt; inactive = no such curve, though single readings can be large; an effect the other way counts as inactive or inconclusive.
compound	D2 antagonist	LDHA inh	RGS4 inh	Vif-A3G inh	ERG-DNA inh	Glioma ERSR ind	Vif-A3F inh	12-LOX inh	D2 ag
Cn1nc(-c2ccccc2)cc1NS(=O)(=O)c1ccc(C#N)cc1	-3	-4	7%	-5%	-5%	-8%	6%	0%	0.6
Cc1sc2nc(SCC(=O)NCc3ccco3)n(C)c(=O)c2c1C	12	-9	-22%	2%	1%	-2%	-1%	3%	-1.0
CC(C)(C)SCCNC(=O)CN1C(=O)c2cccc3cccc1c23	-13	1	3%	-1%	-8%	-4%	5%	-3%	0.1
Cc1c(C(=O)NCc2ccco2)sc2nc(-c3ccccc3)cn12	-6	-8	1%	-24%	1%	2%	-3%	-4%	-0.1
C=CCn1c(SCC(=O)c2ccc(O)c(O)c2)nnc1-c1ccc(OC)cc1	-10	1	21%	-6%	15%	-3%	-1%	?	-0.6
CC(=O)c1ccc(N(C(=O)CNC(=O)c2cccs2)C(C(=O)NCC2CCCO2)c2ccccc2)cc1 (stereo not drawn)	-7	-2	11%	0%	-6%	-3%	-2%	25%	0.2
COCCN(C(=O)CNC(=O)c1ccco1)C(C(=O)NC1CCCC1)c1ccc(F)cc1 (stereo not drawn)	·	-8	18%	1%	7%	-3%	-17%	30%	·
O=C(/C=C/c1ccc(Cl)cc1Cl)Nc1ccc(CN2CCOCC2)cc1	-4	-4	11%	3%	-1%	-2%	2%	-4%	2.1
Cc1cccc(C)c1NC(=O)CN(C)C(C)C(=O)Nc1ccccc1-c1ccccc1 (stereo not drawn)	-22	1	22%	0%	-16%	2%	13%	-1%	0.5
O=c1cc(-c2ccc3c(c2)OCO3)oc2ccccc12	-1	-5	-13%	0%	·	5%	-1%	-27%	0.8
CC(C)[C@H](NS(=O)(=O)c1ccccc1)C(=O)OCC(=O)Nc1ccc2c(c1)OCO2	-16	-2	16%	1%	4%	-1%	-10%	?	-0.3
O=c1nc2c(-c3ccc(F)cc3Cl)n[nH]n2c2ccccc12	·	-11	39%	0%	-12%	-3%	4%	-2%	1.5
CCC1CCCCN1Cc1nc2c(c(=O)n(C)c(=O)n2C)n1Cc1cccc2ccccc12 (stereo not drawn)	-11	-3	-2%	0%	-4%	-4%	0%	·	-0.6
Cc1ccccc1CSCCNC(=O)c1ccc(Cl)c(S(=O)(=O)N2CCOCC2)c1	25	-3	-6%	1%	11%	-6%	-7%	0%	-2.0
COc1cc(-c2nnc(COC(=O)c3cc(C)nc4ccc(C)cc34)o2)cc(OC)c1OC	-4	-6	-27%	-6%	-7%	0%	0%	171%[activator]	0.8
Cc1nn(-c2ccccc2)c2c1cc1c(=O)n(C)c(=O)nc-1n2-c1ccccc1F	8	-1	-24%	-11%	4%	-2%	-5%	?	-1.0
CCCNC(=O)C1(C)CCCN(Cc2noc(-c3c(C)noc3C)n2)C1 (stereo not drawn)	·	-1	·	0%	·	-3%	·	-5%	·
COC(=O)CCNC(=O)c1ccc2nc(Cc3ccc(OC)c(OC)c3)oc2c1	4	-5	8%	1%	23%	8%	1%	0%	0.4
CCOC(=O)c1ccc(N[C@@H]2CCN3C(=O)c4ccccc4[C@@H]3C[C@H]2O)cc1	·	-4	19%	-3%	-6%	-1%	3%	-21%	·
CCCn1c(SCC(=O)NC2CCC(C)CC2)n[nH]c1=O (stereo not drawn)	7	-1	7%	-8%	-1%	-1%	2%	-3%	0.5
Cc1ccc(-c2ccc(=O)n(Cc3cccc(Br)c3)n2)cc1	-55	-3	-10%	-8%	6%	0%	0%	0%	0.0
CCOC(=O)C(/C=C(\C#N)C(=O)OCC)=C(/N)N1CCN(c2ccccc2)CC1	16	-1	-45%	-4%	-6%	-4%	-5%	4%	-0.2
O=C(NC1CCCCC1NC(=O)c1cccs1)c1cccs1 (stereo not drawn)	26	-15	21%	1%	-2%	-3%	-2%	1%	0.3
COc1cccc(C(=O)Nc2cccc(NC(=O)c3ccc(Cl)cc3Cl)c2)c1	·	-3	-1%	-8%	-1%	1%	0%	0%	0.3
COC(=O)c1ccc(S(=O)(=O)N(Cc2ccccc2)Cc2ccccc2)n1C	-11	-2	-4%	-4%	7%	-3%	-10%	10%	-0.1
CC(/C=C/c1ccccc1F)=N\NC(=O)c1ccccc1	-2	-2	5%	0%	3%	-1%	8%	4%	-0.3
COc1ccc(C(=O)Nc2nc(-c3cccs3)cs2)cc1	15	-7	-6%	-14%	5%	2%	-1%	?	0.5
CCOc1ccc(N(C(=O)CNC(=O)c2ccco2)C(C(=O)NC2CCCC2)c2cccnc2)cc1 (stereo not drawn)	5	-4	2%	-2%	5%	-4%	1%	-12%	12
CCOc1cc(NC(=S)Nc2cccc(C)c2)c(OCC)cc1NC(=O)CC(C)C	12	-6	-4%	1%	5%	3%	4%	?	1.2
Brc1ccc(NCc2cccc3ccccc23)nc1	3	0	30%	-8%	-3%	5%	-10%	-15%	0.7

# Carrying on.
compound	D2 antagonist	LDHA inh	RGS4 inh	Vif-A3G inh	ERG-DNA inh	Glioma ERSR ind	Vif-A3F inh	12-LOX inh	D2 ag
CC(C)NC(=O)Nc1ccc2c(c1)C(=O)N([C@H](C)CO)C[C@H](C)[C@@H](CN(C)Cc1ccc(C(F)(F)F)cc1)OCCCC[C@@H](C)O2	·	3	·	-2%	·	-4%	-13%	6%	·
CN(Cc1ccccc1C(F)(F)F)C(=O)C1CCC(=O)N(CC2CCCCC2)C1 (stereo not drawn)	·	0	·	-5%	·	-1%	-2%	10%	·
CCOc1ccc2nc(NC(=O)C3CCCN(S(=O)(=O)c4cccs4)C3)sc2c1 (stereo not drawn)	1	-2	?	-9%	-5%	3%	-1%	0%	0.1
C[C@@H]1CCCCO[C@H](CN(C)C(=O)Nc2ccc3c(c2)OCO3)[C@H](C)CN([C@@H](C)CO)C(=O)c2cc(NS(=O)(=O)c3ccc(Cl)cc3)ccc2O1	·	6	·	-6%	·	2%	4%	?	·
CN(CC(=O)Nc1ccccc1Cl)C(=O)C1CCN(S(=O)(=O)c2ccc3c(c2)OCCO3)CC1	4	-5	-11%	0%	-10%	-6%	-5%	-3%	-0.1
CCCCC(c1nc2ccccc2[nH]1)n1c(-c2ccccc2)nc2ccccc21 (stereo not drawn)	·	-4	·	-6%	·	-2%	·	1%	·
C=CCOc1ccc(/C=C(\C#N)C(=O)Nc2ccccn2)cc1OC	-15	-8	8%	-4%	-2%	0%	3%	10µM*	-1.6
CC(=O)C1=CCC(c2ccc(Cl)cc2)N(S(=O)(=O)c2ccccc2)C1 (stereo not drawn)	·	-7	·	-10%	·	6%	·	?	·
CCCn1c2c(c(O)c(C(=O)NC)c1=O)CCCC2	-9	-1	-5%	-3%	-3%	-1%	1%	?	0.6
CCNC(=O)NC(=O)C(C)N1C(=O)NC(c2ccccc2)(c2ccccc2)C1=O (stereo not drawn)	-12	-13	-5%	9%	8%	-3%	4%	-14%	-2.9
COc1cc(/C=N/NC(=O)c2c(-c3ccccc3)noc2C)cc(OC)c1OC	56*	-1	-8%	-2%	-3%	2%	-1%	-9%	-1.5
O=C(Nc1ccccc1)c1ccccc1NC(=O)C(F)(F)F	4	6	21%	1%	-5%	-1%	-21%	12%	2.8
Cc1ccc(-c2ccc(CCC(=O)O)n2Cc2ccco2)cc1	-18	-2	-10%	0%	-3%	-3%	·	?	0.0
Cc1ccc(NC(=O)CNc2cccc(Br)c2)cc1S(=O)(=O)N1CCOCC1	·	-1	-20%	1%	4%	-4%	1%	466%[activator]	·
CC(=O)N1CCCc2cc(S(=O)(=O)NCc3ccc(OC(C)C)cc3)ccc21	·	-4	-16%	2%	4%	-1%	4%	-8%	1.0
CCCNC(=S)NC1CC2CCCC(C1)N2CC(C)C (stereo not drawn)	6	2	-15%	-4%	·	-3%	4%	1%	-0.2
Cn1c(=O)[nH]c(=O)c2c1nc(NC1CCCC1)n2Cc1ccccc1	·	-12	38%	-6%	2%	-3%	0%	-8%	·
COc1cc(C(=O)Nc2cccc(S(=O)(=O)N3CCCC3)c2)c([N+](=O)[O-])cc1OC	·	-2	2%	-4%	13%	-4%	-4%	1%	·
COc1ccc(-c2nc3ccc(C(=O)NCCCN4CCOCC4)cc3nc2-c2ccc(OC)cc2)cc1	-5	-2	4%	-1%	4%	-6%	1%	?	-0.6
CN(Cc1nccs1)C(=O)CC1C(=O)NCCN1Cc1ccc(-c2ccccc2)cc1 (stereo not drawn)	5	-1	-8%[56.9 µM]	2%	7%	1%	2%	-6%	-0.4

# Source: PubChem

# This is a subset. The share of hits here may be higher or lower than overall.
